# Screening data from PubChem BioAssay.
# IL1B secr inh – inhibitors of inflammasome signaling (IL-1 beta secretion); THP-1 LPS/ATP IL-1B secretion, AlphaLISA, 16 h; hits give low values; activity change, % at 57.5 µM; 360,000 compounds, 4.7% hits; AID 743279; in the data active means activity change below about -50%; inconclusive means mostly about -30% to -49%; further: on the % scale 0 is the no-effect control and ±100 the full control effect
#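 THP-1 cells pretreated 1 hr with compounds (up to 57.5 uM final), then stimulated with LPS (250 ng/mL final) plus ATP (1.25 mM final); secreted IL-1B measured by AlphaLISA after 16 hr, decreased signal indicating inhibition.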
# HT1080NT lethal – kills 2HG-producing HT-1080-NT fibrosarcoma cells. HT-1080-NT fibrosarcoma viability, CellTiter-Glo ATP luminescence, 48 h. Potency, µM (titrated, usually from 46.1 µM), for inactives: top-dose activity, negative = less viability, usual class: cytotoxic. 360,000 compounds, 1.6% hits. AID 686970;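 further: NT is the 2HG producing partner of a matched IDH1 knockdown line; potency means the concentration at half of the fitted maximal effect; 0% = DMSO-treated cells and -100% = media-only wells without cells; nearly all actives have a fitted effect of over 55% in size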
#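 Compounds were tested in concentration-response format on HT-1080-NT cells for 48 hours at 37 degrees C. Cell viability came from CellTiter-Glo luminescence; curves were classified by r2, response magnitude and activity.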
# S2 tox – viability counter-screen for ATXN expression inhibitors | S2 cells (HEK-293 line with an ATXN2-luciferase reporter) viability, CellTiter-Fluor protease fluorescence, 24 h | Potency, µM (series often up to 56.7 µM), usual class: cytotoxic | 400,000 compounds, 0.49% hits | AID 651635; further: potency means the concentration at half of the fitted maximal effect; nearly all actives have a fitted effect of over 40% in size
# HT1080 IDH1KD tx – HT-1080 IDH1 knockdown cell toxicity (counter line). HT-1080 IDH1 knockdown viability, ATP luminescence, 48 h. Potency, µM (highest dose often 46.1 µM), without a hit: at the top dose activity, negative = toxicity, usual class: cytotoxic. 360,000 compounds, 2% hits. AID 686971;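 further: potency means the concentration at half of the fitted maximal effect; 0% = DMSO wells and -100% = cell-free medium wells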
#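 After a 2 h attachment period, IDH1KD HT-1080 cells took pin-transferred compound for 48 h at 37 °C; ATP-based luminescence after 10 min room-temperature reagent incubation reported viability.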
# SW480 rerep – DNA re-replication induction in SW480 cells. SW480 DNA re-replication, Hoechst DNA content imaging, 48 h. Potency, µM (highest dose often 46.1 µM), for the others: at the highest dose re-replication activation, usual class: activators. 340,000 compounds, 1.8% hits. AID 624297; further: potency means the concentration at half of the fitted maximal effect; % of control where 0% means no effect; nearly all actives have a fitted effect of over 55% in size
#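 Quantitative HTS format with DMSO vehicle controls; 48 hr drug incubation at 37 C, then 40 min Hoechst staining and scanning imager measurement at 405 nm excitation.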
# ATXN2 expr inh – ATXN2 expression inhibition; 360,000 compounds, 0.72% hits; AID 1745845; HEK-293 ATXN2-luciferase reporter, luminescence, 24 h; Potency, µM (doses to about 57 µM), inactives show at the highest dose activity change, negative = inhibition, most hits filed as inhibitors; further: potency means the concentration at half of the fitted maximal effect; on the % scale 0 is the no-effect control and ±100 the full control effect; nearly all actives have a fitted effect of over 55% in size
#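 qHTS (up to 57 uM final) was run with 24 h compound exposure of reporter cells at 37 °C. Each well was multiplexed: SteadyGlo luminescence measured ATXN2-luciferase expression after a fluorogenic Gly-Phe-AFC viability readout (25 uM final).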
# HepG2 tox – HepG2 cytotoxicity, counter-screen for TGF-b inhibitors; Potency, µM (series often up to 46.1 µM), for inactives: at the highest dose activity change, negative = cytotoxicity, usual class: cytotoxic; HepG2 CAGA-GFP viability, ATP luminescence, 18 h; 410,000 compounds, 0.76% hits; further: potency means the concentration at half of the fitted maximal effect; some results filed as inactive show a strong effect at the top dose
#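 HepG2 CAGA-GFP cells (1000/well, DMEM with 1% FBS) received compound, then TGF-beta at 500 pg/mL final, and were incubated 18 hours at 37 degrees C. Viability was read by CellTiter-Glo luminescence. Media-only wells were set as complete cell-killing and DMSO as no toxicity.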
# MCF10A rereplic – DNA re-replication induction in MCF 10a cells | MCF 10A DNA re-replication, Hoechst nuclear intensity, 48 h | Potency, µM (titrated, usually from 46.1 µM), for inactives: top-dose activity, positive = re-replication, most hits filed as activators | 350,000 compounds, 2.9% hits | AID 624296; further: potency means the concentration at half of the fitted maximal effect; % of control where 0% means no effect; nearly all actives have a fitted effect of over 50% in size
# KB-3-1 tox – KB-3-1 parental cell cytotoxicity. AID 1347075. 400,000 compounds, 1.4% hits. KB-3-1 viability, CellTiter-Glo ATP luminescence, 72 h. Potency, µM (titrated, usually from 46.1 µM), for inactives: at the top dose activity change, negative = cytotoxic, hits mostly cytotoxic; further: potency means the concentration at half of the fitted maximal effect; on the % scale 0 is the no-effect control and ±100 the full control effect; nearly all actives have a fitted effect of over 60% in size
#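 KB-3-1 parental drug-naive adenocarcinoma cells in DMEM/10% FBS, incubated 72 h at 37 C with pin-transferred compounds across a concentration series. Viability by CellTiter-Glo luminescence; concentration-response curves fitted after normalization.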
# An asterisk follows results filed as active; i = inactive; ? = inconclusive; / = not tested or not shown; [ ] = remark or other dose. Unless noted, the call rests on the fitted dose curve; in most records, active means well fitted curve in the direction sought with a large enough effect; inconclusive means small, poorly fitted or top-dose-only effect, or another doubt; inactive means no such curve, though single readings can be large; an effect the other way counts as inactive or inconclusive.
SMILES	HT1080 IDH1KD tx	SW480 rerep	ATXN2 expr inh	S2 tox	HT1080NT lethal	IL1B secr inh	MCF10A rereplic	KB-3-1 tox	HepG2 tox
CC(=O)Nc1c(Cl)c2c(c(Cl)c1Br)-c1ccc(Cl)cc1C2	-8%	2%	-4%	?	10%	-2	6%	-20%	-14%
COC1C(C)=C(C)C(=O)N1Cc1ccc(F)cc1 (configuration not stated)	-5%	-10%	-21%	?	12%	33	-7%	-11%	4%
CCn1c(C(O)c2ccc3c(c2)OCO3)nc2ccccc21 (configuration not stated)	2%	-4%	3%	i	-9%	6	0%	12%	-33%
CNC(=S)NCCc1c[nH]c2ccc(OC)cc12	17%	-11%	-17%	i	2%	-17	1%	6%	1%
COC(=O)[C@@H]1CCCN1C(=O)CCc1nnc(CCc2c[nH]c3ccccc23)o1	-4%	1%	32%	i	-15%	-105*	?	0%	-15%
NNC(=O)c1cc2nc(-c3cccs3)cc(C(F)(F)F)n2n1	-6%	-39%[inhibitor]	/	i	-12%	-3	?	2%	-22%
Cc1cc(C(=O)N2CCN(S(=O)(=O)c3ccc(F)c(Cl)c3)CC2)c(C)o1	-5%	-3%	11%	i	-7%	0	0%	-2%	0%
COc1ccc(/C=C/C(=O)Nc2ccccc2F)cc1S(=O)(=O)N1CCOCC1	-16%	?	3%	i	4%	-88*	?	-6%	-25%
Cc1ccc(-c2csc3nc(SCC(=O)Nc4ccc(Cl)c(C(=O)O)c4)[nH]c(=O)c23)cc1	-3%	-5%	/	i	-4%	-12	-3%	5%	1%
Cc1csc(NC(=O)CSc2nnc(-c3cccs3)n2C)n1	?	-8%	7%	i	28%	-9	-6%	1%	-6%
CCOc1ccc(OCC(=O)OC(C)C(=O)NC2CCCCC2C)cc1 (configuration not stated)	0%	-5%	1%	?	5%	9	-1%	5%	-12%
O=C(NC1CC2CCCC(C1)N2S(=O)(=O)c1ccccc1)c1ccco1 (configuration not stated)	12%	?	-9%	i	9%	9	26%	-3%	0%
Fc1ccccc1/C=N/Nc1ncnc2nc[nH]c12	-1%	-2%	30%[activator]	i	-13%	69	?	?	-13%
O=C(NCCC1=CCCCC1)c1ccc2c(=O)n3c(nc2c1)CCCCC3	-10%	0%	-12%	?	1%	3	4%	-12%	-24%
COc1ccc(NC(=O)Cn2c(=O)n(Cc3ccc(C(=O)NCc4ccccc4Cl)cc3)c(=O)c3ccccc32)cc1	/	/	3%	i	/	/	/	4%	-12%
O=C(COC(=O)C1CCC(=O)N1)Nc1cccc([N+](=O)[O-])c1 (configuration not stated)	-3%	2%	/	i	-2%	-16	0%	-5%	-9%
CC(C)C[C@H]1CNC(=S)N1C[C@H]1CCCN1C[C@H](Cc1ccc(O)cc1)N1C[C@H](Cc2ccc(O)cc2)N(CCc2ccccc2)C1=S	21µM*	/	?	/	21µM*	?	/	?	-40%
COCCCN(C(=O)CSCC(=O)Nc1cccc(C)c1)c1c(N)n(Cc2ccccc2)c(=O)[nH]c1=O	-4%	-6%	1%	?	-1%	25	2%	27%	-3%
C/C(=N\O)C(C)Oc1ccc(Cl)cc1 (configuration not stated)	-4%	-3%	-19%[11.3 µM]	i	22%	-14	-3%	-3%	9%
Cc1nc2nc(CNC(=O)c3cccc(F)c3)nn2c(C)c1CCC(=O)Nc1ccc(F)cc1	/	/	-5%	i	/	/	/	11%	1%
CCCCn1nc(C(=O)NC2CCCCC2)c2ccccc2c1=O	-9%	/	/	i	0%	-8	/	0%	-2%
O=C(c1cc(C2CC2)nn1-c1ccccc1)N1CCN(Cc2ccccc2F)CC1	-18%	-1%	0%	i	-10%	?	?	4%	-11%
CCOc1ccccc1NC(=O)c1ccc2c(c1)C(=O)N(CC)C2=O	14%	?	-16%	i	1%	-21	3%	-4%	-85%
COC(=O)CSc1nc2ccccc2n1CC(=O)N(C(C)C)C(C)C	-2%	4%	-1%	i	5%	6	2%	11%	4%
N=c1c2c(n(Cc3ccc(Br)cc3)c3c1CCC3)CCCC2	18µM*	-2%	?	i	21µM*	-81*	?	0.65µM*	-17%
CC(=O)N(Cc1ccccc1)c1c(N)nc(N)[nH]c1=O	13%	-30%	7%	i	16%	-103*	0%	11%	36%
CCOc1ccc(NC(=O)CN2CCN(CC(=O)Nc3ccc(Cl)c(C(F)(F)F)c3)CC2)cc1	?	?	?	?	?	-59*	?	-15%	13µM*
CCOC(=O)CC(NC(=O)c1cc2c(=O)n3cccc(C)c3nc2s1)c1ccc(OCC(C)C)c(OC)c1 (configuration not stated)	/	/	9%	i	/	/	/	6%	0%
Cc1cc(NC(=O)CSc2nc3c(c(=O)n2-c2ccc(Br)cc2)SCC3)no1	-6%	?	?	?	1%	57	8.2µM*	-6%	0%
CCOCCCNS(=O)(=O)c1ccc(OC)c(Cl)c1Cl	-4%	-7%	-2%	i	-3%	-3	-4%	-1%	-6%

# Entries of single compounds from above.
# Record of COCCCN(C(=O)CSCC(=O)Nc1cccc(C)c1)c1c(N)n(Cc2ccccc2)c(=O)[nH]c1=O → HT1080 IDH1KD tx: -4%; SW480 rerep: -6%; ATXN2 expr inh: 1%; S2 tox: ?; HT1080NT lethal: -1%; IL1B secr inh: 25; MCF10A rereplic: 2%; KB-3-1 tox: 27%; HepG2 tox: -3%
# Record of CC(=O)N(Cc1ccccc1)c1c(N)nc(N)[nH]c1=O → HT1080 IDH1KD tx: 13%; SW480 rerep: -30%; ATXN2 expr inh: 7%; S2 tox: i; HT1080NT lethal: 16%; IL1B secr inh: -103*; MCF10A rereplic: 0%; KB-3-1 tox: 11%; HepG2 tox: 36%

# (list continues)
SMILES	HT1080 IDH1KD tx	SW480 rerep	ATXN2 expr inh	S2 tox	HT1080NT lethal	IL1B secr inh	MCF10A rereplic	KB-3-1 tox	HepG2 tox
N#CC1=C(N)Oc2n[nH]c(-c3ccccn3)c2C1c1c(F)cccc1Cl (configuration not stated)	-18%	7%	18%	i	-18%	-11	11%	2%	-37%
Cc1ccc2oc(-c3ccc(C)c(NC(=O)c4ccc(N5CCC(C)CC5)c([N+](=O)[O-])c4)c3)nc2c1	/	/	16%	i	/	/	/	6%	-93%
COc1ccc(NC(=S)N2CCC(NC(=O)c3cccc(C)c3)CC2)cc1	2%	-8%	-16%	i	3%	13	-1%	0%	-4%
COc1ccccc1N1CC(O)=C(c2nc3ccccc3s2)C1=N	?	-3%	-4%	i	?	-21	-1%	-19%	-39%
O=C(OCc1cc(=O)n2ccsc2n1)c1ccccc1NCCO	5%	-2%	91%[activator]	i	0%	25	-33%	9%	-9%
COc1ccc(NC(=O)C2CCCCN2CC(=O)OCc2ccccc2)cc1OC (configuration not stated)	13%	15%	21%	i	-1%	-3	11%	7%	-5%
O=C(Nc1nccs1)C1CC(=O)N(c2ccccc2)C1 (configuration not stated)	9%	-6%	20%	i	8%	38	-1%	?	-26%
COCCNS(=O)(=O)c1ccc(F)c(OC)c1	1%	-4%	1%	i	3%[9.24 µM]	0	-1%	5%	-3%
CC(C)(C)C(=O)NC(NC(=S)Nc1sc2c(c1C#N)CCCC2)C(Cl)(Cl)Cl (configuration not stated)	-8%	11%	12%	i	-3%	5	?	-6%	-59%
O=C(c1cc(-c2cccc(Cl)c2)on1)N1CCCCC1	/	/	39%[activator]	i	/	/	/	-2%	-7%
O=C(NCc1ccco1)C1CCCN1C(=O)Nc1ccc(Br)cc1 (configuration not stated)	20%	-16%	10%	i	?	1	?	15%	12%
COc1cc(NS(=O)(=O)c2ccc3[nH]c4c(c3c2)CCCCCC4)cc(OC)c1	/	/	?	?	/	/	/	2%	-103%
COc1ccc(CN(C)C(=O)C(Cc2ccccc2)NC(=O)c2ccccc2)cc1F (configuration not stated)	-25%	?	-12%	?	-14%	-12	?	?	-7%
CCSc1nnc(NC(=O)c2ccc(C)cc2)s1	15%	-1%	3%	i	3%	-17	-13%	-9%	-1%
NCc1oc(-c2ccccc2)cc1C(=O)O	3%	-16%	19%	i	22%	3	12%	-4%	-7%
CCC(CC)C(=O)Nc1ccc(C)c(O)c1	?	-8%	3%	i	4%	-7	-2%	-2%	-1%
O=C(O)CCN1C(=O)c2ccc(NC(=O)Cc3ccc(Cl)cc3)cc2C1=O	11%	?	1%[11.3 µM]	i	21%	17	-1%	4%	6%
O=C(O)c1ccc(S(=O)(=O)N(Cc2ccccc2)C2CCCCC2)cc1	-3%	-8%	-17%	i	-2%	1	-2%	3%	-4%
CCn1c(=O)cc(O)c2c(=O)n(C)c(=O)n(C)c21	-2%	-1%	-2%	i	9%	19	-1%	8%	-2%
O=C(NC1CCC(CC2CCC(NC(=O)C(Cl)Cl)CC2)CC1)C(Cl)Cl (configuration not stated)	-1%	-10%	/	i	3%	-14	-14%	3%	-6%
CC(=O)Nc1ccc(N(C(=O)c2ccco2)C(C(=O)NC2CCCC2)c2ccc(N(C)C)cc2)cc1 (configuration not stated)	0%	-9%	-4%	i	0%	-1	-1%	6%	-4%
O=C(COc1ccc(Cl)cc1)NNC(=O)c1ccncc1	4%	15%	-6%	i	-3%[9.24 µM]	-7	-5%	24%	-14%
C[N+]1(C2CCC3CCCC2C3O)CCCCC1 (configuration not stated)	14%	6%	5%	i	12%	6	-9%	2%	-2%
O=C(N/C(=C/c1cccnc1)C(=O)N1CCOCC1)c1ccco1	6%	-4%	2%	i	12%	-12	0%	3%	-4%
CCC(C)N1C(=O)CCC1C(=O)NCCc1ccc(Cl)cc1 (configuration not stated)	26%	-7%	-15%	i	?	-4	-1%	11%	-17%
Cc1cc(C(=O)CCC(=O)Nc2ccc(C(N)=O)cc2)c(C)s1	2%	/	/	i	6%	?	/	3%	2%
CN1CCC(N(C)S(=O)(=O)c2ccc(NC(=O)Cc3ccc(F)cc3)cc2)CC1	4%	-10%	12%	i	4%	-15	17%	3%	-52%
COc1ccccc1C(=O)NCCC(=O)NCC1COc2ccccc2O1 (configuration not stated)	-4%	-6%	/	i	-4%	-19	-13%	-2%	3%
